Source: PubChem BioAssay (Sanford-Burnham Center for Chemical Genomics)
ER stress death: ER stress cell death inhibition | AID 1010 | 48,000 compounds, 0.33% hits | CSM14.1 thapsigargin ER stress survival, ATP luminescence | relative survival (cellular ATP), % at 15 µg/mL (by protocol);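 active = survival measured by cellular ATP above 50% at 15 µg/ml in the first screen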;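 also: cell death triggered by about 15 µM thapsigargin; ATP read 24 h after thapsigargin was added; plate controls were thapsigargin with DMSO for no effect and DMSO without thapsigargin for full effect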
* hit, by the source's call.

Start of the data: the first 5 records, to show the layout:
structure,ER stress death
CC(C)(C)C1CCc2c(sc(NC(=O)c3ccc(F)cc3)c2C(N)=O)C1 (stereo unspecified),4
CC1=CC(C)(C)Nc2ccc(OC(=O)C3CCCO3)cc21 (stereo unspecified),-22
NC(=O)c1ccccc1N=Cc1ccccc1[N+](=O)[O-],2
O=C(Cc1ccc(F)cc1F)Nc1ccc(I)cc1,11
C=CCN1C(=O)NC(=O)/C(=C\c2ccccc2OCc2ccc([N+](=O)[O-])cc2)C1=O,3

All compounds of this part, previewed entries included:
structure,ER stress death
CC(C)(C)C1CCc2c(sc(NC(=O)c3ccc(F)cc3)c2C(N)=O)C1 (stereo unspecified),4
CC1=CC(C)(C)Nc2ccc(OC(=O)C3CCCO3)cc21 (stereo unspecified),-22
NC(=O)c1ccccc1N=Cc1ccccc1[N+](=O)[O-],2
O=C(Cc1ccc(F)cc1F)Nc1ccc(I)cc1,11
C=CCN1C(=O)NC(=O)/C(=C\c2ccccc2OCc2ccc([N+](=O)[O-])cc2)C1=O,3
Cc1c(NC(=O)/C=C/c2cccc3ccccc23)c(=O)n(-c2ccccc2)n1C,1
COc1ccc(NC(=O)C(=O)NCc2ccccc2Cl)cc1,9
CSc1ccc(S(=O)(=O)N(CC(=O)Nc2ccc(C)cc2)c2ccc(C)cc2)cc1,3
Brc1ccc(-c2nnc(SCc3ccccc3)o2)cc1,10
COc1ccc(-c2cc(C(F)(F)F)n3nc(C(=O)Nc4cc(C)ccc4O)cc3n2)cc1OC,-2
COc1cc(/C=N\NC(=O)CNc2ccccc2C)ccc1OC(C)=O,4
Cc1oc2cc(OCc3ccc([N+](=O)[O-])cc3)ccc2c(=O)c1-c1nc2ccccc2n1C,0
Cc1ccc2c(Cl)c(C(=O)NCC3CCCO3)sc2c1 (stereo unspecified),-3
O=S1(=O)N=C(OCc2ccccc2)c2ccccc21,5
NC(=O)C1CCN(C(=O)c2cccc(C#CC3(O)CCCCC3)c2)CC1,0
CC1=C(C(=O)OCc2ccccc2)C(c2ccsc2)NC(=O)N1C (stereo unspecified),-3
COc1ccc(/C=C/C(=O)Nc2ccc(OC)cc2OC)cc1,7
CC(NC(=S)NCc1ccccc1)C1COc2ccccc2O1 (stereo unspecified),-3
CN(c1ccccc1)S(=O)(=O)c1ccc(F)cc1,4
COc1ccc(OC)c(NC(=O)C(C)Oc2ccc(Cl)cc2Cl)c1 (stereo unspecified),2
CCOC(=O)C1=C(C)NC(C)=C(C(=O)OC)C1c1ccc(C)cc1 (stereo unspecified),-4
CC(=O)Nc1ccn(-c2ccccc2)n1,2
COC(=O)C1=C(C)NC(=S)NC1c1ccc(OCC(=O)N2CCCCC2)c(OC)c1 (stereo unspecified),7
CCc1cc2c(cc1C(=O)c1ccccc1)OCCO2,19
CC1CCCN(C(=O)c2ccccc2NC(=O)c2ccc(Cl)cc2)C1 (stereo unspecified),3
Cn1/c(=N/N=C/c2cccc(Cl)c2Cl)sc2ccccc21,7
Cc1ccc(S(=O)(=O)N2CCC(C(=O)O)CC2)cc1,0
C=CCNC(=O)c1ccc(-c2cccc([N+](=O)[O-])c2)o1,1
Cc1ccccc1NC(=O)CSCc1ccccc1,-9
O=C(/C=C/c1ccccc1)NCc1ccc(F)cc1,6
CC(=O)Nc1ccc(N2C(=O)c3cccc4c(C(=O)c5ccccc5)ccc(c34)C2=O)cc1,2
COc1cc([N+](=O)[O-])ccc1NC(=O)c1cccc2ccccc12,2
Cn1c(=O)c2c(nc(N3CCCCC3)n2C)n(C)c1=O,-2
Cc1cc(C)n(-c2cc(N/N=C/c3cccc(Cl)c3)nc(C)n2)n1,12
Cc1ccc(NC(=O)c2c(-c3ccccc3Cl)noc2C)nc1,10
O=C(Nc1cccc(-c2nc3ccccc3o2)c1)c1ccc(N2C(=O)C3C4C=CC(C4)C3C2=O)cc1 (stereo unspecified),27
CP(=O)(c1ccc(C(N)=O)cc1)c1ccc(C(N)=O)cc1,8
CC(C)Oc1ccc(-c2nc3sc4c(c3c(=O)[nH]2)CCCC4)cc1,10
CN(C)c1ccc(C(=O)C(O)c2ccc(C(C)(C)C)cc2)cc1 (stereo unspecified),1
CC(C)(C)c1ccc(OCC(=O)Nc2cccc([N+](=O)[O-])c2)cc1,17
COc1ccc2c(Cl)c(C(=O)N3CCN(CCN4C(=O)c5cccc6cccc(c56)C4=O)CC3)sc2c1,2
COc1cc(/C=C2/C(=O)NN(c3ccc(Br)cc3)C2=O)c([N+](=O)[O-])cc1OC,2
COc1ccc(CCNC(=O)c2c(Cl)ccc(Cl)c2OC)cc1OC,4
COC(=O)C1=C(C)NC(C)=C(C(=O)OC)C1c1cn(-c2ccccc2)nc1-c1ccc(S(=O)(=O)N2CCOCC2)cc1,-1
CC(C)(C)NC(=S)Nc1ccccc1,-3
O=[N+]([O-])c1ccc(Sc2nnnn2-c2ccccc2)nc1,-5
CC(=O)N(C(C)=O)c1ccc(-c2ccco2)cc1,-3
NNC(=O)c1sc2cccc(Cl)c2c1Cl,5
COC(=O)c1c(NC(=O)COc2ccccc2)sc2c1C(C(=O)OC)CC2 (stereo unspecified),-1
CCOC(=O)C1=NNC2C(=O)N(c3ccc(Cl)cc3Cl)C(=O)C12 (stereo unspecified),2

(next part)
structure,ER stress death
Cc1ccc2oc(-c3cc(NC(=O)c4ccc5c(c4)OCCO5)ccc3O)nc2c1,10
COc1ccccc1C(=O)Nc1cccnc1,-7
CSc1nc(C)cc(-n2ccc(=O)[nH]c2=O)n1,9
COc1ccc(C2/C(=C(/O)c3ccc(C)cc3)C(=O)C(=O)N2CCCn2ccnc2)cc1OC (stereo unspecified),1
CSc1n[nH]c(NC(=O)c2cc(F)c(F)c(F)c2F)n1,1
COc1ccc(C(=O)Nc2ccc(OC(F)(F)F)cc2)cc1,-1
COc1ccc(Cl)cc1-c1n[nH]c(=S)o1,10
Cc1n(CCCCS(=O)(=O)[O-])c2cc(Cl)c(Cl)cc2[n+]1C,1
Cc1ccc(S(=O)(=O)C(CC(=O)c2cccs2)c2ccc(Cl)cc2)cc1 (stereo unspecified),0
CC(=O)c1ccc(OC(=O)c2ccc([N+](=O)[O-])cc2)cc1,-5
CCOC(=O)c1ccccc1NC(=O)C(CC)c1ccccc1 (stereo unspecified),3
CCOC(=O)c1c(NC(=O)c2ccc(Cl)cc2Cl)sc(C(N)=O)c1C,2
O=C(COc1ccc([N+](=O)[O-])cc1)Nc1ccc(-c2nc3ccccc3o2)cc1,3
O=C(O)c1ccccc1-c1ccccc1C(=O)Nc1ccc(I)cc1,0
O=C(Cc1ccccc1)Nc1sc2c(c1C(=O)Nc1ccc(Cl)cc1)CCC2,1
CCCCOc1ccc(C(=O)O/N=C2/CCc3cc(OC)ccc32)cc1,4
O=C(NN1C(=O)c2ccccc2C1=O)c1ccc2c(c1)C(=O)N(c1nccs1)C2=O,4
O=C(Nc1ccc(Cl)cc1)c1ccc(N2CCCCCC2)c([N+](=O)[O-])c1,4
COC(=O)C1=C(C)N=c2s/c(=C\c3ccccc3F)c(=O)n2C1c1ccc(OC)cc1 (stereo unspecified),6
O=C(NC(Nc1ccc(I)cc1)C(=O)c1ccccc1)c1ccco1 (stereo unspecified),13
O=C1c2ccccc2C(=O)N1c1cccc2ncccc12,3
C(=NN1CCN(c2ccccn2)CC1)c1cccc(OCc2ccccc2)c1,8
N#Cc1cccc(NC(=O)/C=C/C(=O)O)c1,6
O=C(O)COc1ccc(N2C(=O)c3ccc([N+](=O)[O-])cc3C2=O)cc1,4
COC(=O)/C(O)=C/C(=O)c1cccs1,2

Fetched by structure from above:
structure,ER stress death
O=C(NN1C(=O)c2ccccc2C1=O)c1ccc2c(c1)C(=O)N(c1nccs1)C2=O,4
COC(=O)C1=C(C)N=c2s/c(=C\c3ccccc3F)c(=O)n2C1c1ccc(OC)cc1 (stereo unspecified),6
O=C(Cc1ccccc1)Nc1sc2c(c1C(=O)Nc1ccc(Cl)cc1)CCC2,1
COc1ccc(C2/C(=C(/O)c3ccc(C)cc3)C(=O)C(=O)N2CCCn2ccnc2)cc1OC (stereo unspecified),1
O=C(O)COc1ccc(N2C(=O)c3ccc([N+](=O)[O-])cc3C2=O)cc1,4
Cc1ccc(S(=O)(=O)C(CC(=O)c2cccs2)c2ccc(Cl)cc2)cc1 (stereo unspecified),0

Next compounds.
structure,ER stress death
Cc1ccc(/C=C(\C#N)c2nc3ccccc3s2)cc1,10
CCOC(=O)Cc1nnc(Nc2ccc(OC)cc2)c2ccccc12,7
COc1ccc(C(=O)CCNc2ccc(C)cc2)cc1,7
COC(=O)c1c(C)oc2cc(Br)c(OCc3ccc(F)cc3)cc12,-2
NC(=O)N=Nc1c(O)n(Cc2ccccc2)c2ccc(Br)cc12,10
COC(=O)C1=C(C)N(c2ccc(Br)cc2)C(=O)/C1=C\c1ccc(O)cc1,0
O=C(CCNc1ccc(F)cc1)c1cccs1,20
CC(C)(C)c1cc(C2=C(N3CCOCC3)C(=O)c3ccccc3C2=O)cc(C(C)(C)C)c1O,-10
CCOC(=O)Nc1n[nH]c(NC(=O)OCC)c1[N+](=O)[O-],9
C=CCNC(=O)/C(=C\c1ccc2c(c1)OCO2)NC(=O)c1ccco1,0
CCC(C)Oc1nc2ccccc2nc1NS(=O)(=O)c1ccccc1 (stereo unspecified),4
Cc1nc(SCC(=O)Nc2nnc(-c3ccc([N+](=O)[O-])cc3)s2)n[nH]1,4
Cc1ccc(/C(N)=N/OC(=O)c2ccccc2Br)cc1,-9
CCCCOC(=O)c1ccc(NC(=S)NC(=O)c2cccs2)cc1,5
Cc1ccc(C(C)C)c(OCC(=O)N2CCN(c3ccc([N+](=O)[O-])cc3Cl)CC2)c1,-2
Cc1ccc(S(=O)(=O)N/N=C/c2ccc([N+](=O)[O-])cc2)cc1,0
COc1cc2c(cc1OC)S(=O)(=O)OC(C)=C2,6
O=C(NC1CCCCCC1)c1cc(Cl)ccc1[N+](=O)[O-],8
CCc1ccc(OCC(=O)Nc2ccc(NC(=O)c3ccco3)c(OC)c2)cc1,8
O=C1C=C(c2cccs2)CC(c2cccs2)C1n1cnc([N+](=O)[O-])c1 (stereo unspecified),-2
CCCN(CCC)C1=CC(=O)C(C(C)(C)C)=CC1=O,7
CN(C1=NS(=O)(=O)c2cc([N+](=O)[O-])ccc21)c1ccccc1,-2
COc1cccc(-c2cc(C(=O)Nc3nn[nH]n3)c3ccccc3n2)c1,-6
COc1ccccc1C1Nc2cc3ccccc3cc2C2=C1C(=O)CC(C)(C)C2 (stereo unspecified),2
COc1ccc(CNCC(CO)C2(c3ccccc3)CCOC(C)(C)C2)cc1 (stereo unspecified),-16
CC(=O)c1ccc(NC(=S)NC(NC(=O)CC(C)C)C(Cl)(Cl)Cl)cc1 (stereo unspecified),1
Cc1ccc(NC(=O)C2CC2(c2ccccc2)c2ccccc2)cc1C (stereo unspecified),4
O=C(c1ccc([N+](=O)[O-])cc1)N1CCN(Cc2cccnc2)CC1,-8
COc1ccc(-n2c(SC)nc3sc4c(c3c2=O)CCCC4)cc1,7
CCOc1cc(/C=C2/SC(=S)N(Cc3ccccc3)C2=O)ccc1OC(=O)c1cccc([N+](=O)[O-])c1,12
COc1ccc(OC)c(NC(=O)CN(Cc2ccccc2)S(=O)(=O)c2ccccc2)c1,11
CC(C(=O)Nc1ccc(-c2nc3ccccc3o2)cc1)(c1ccccc1)c1ccccc1,-7
Cc1ccc(NC(=O)COc2ccccc2C)c(Br)c1,9
CC1=C(C#N)c2nc(N)c(C#N)c(C)c2/C1=C\c1ccc(Br)o1,-3
NC(=O)/C(=C\c1ccc(Cl)cc1)NC(=O)c1ccco1,-1
CC(=O)Nc1cc([N+](=O)[O-])c(N(C)S(=O)(=O)c2ccccc2)c2ccccc12,-8
O=[N+]([O-])c1ccc(F)c(NS(=O)(=O)c2cc(Cl)ccc2Cl)c1,15
Cc1ccc(COc2ccc(/C=N/NC(=O)CN3CCCCC3)cc2)cc1,7
O=C(NC1CCCCC1)c1cc(Cl)ccc1[N+](=O)[O-],9
CC1(c2ccccc2)CC(C)(C)N(C(N)=O)c2ccccc21 (stereo unspecified),2
Cc1sccc1/C=N/NC(=O)c1ccc(C(C)(C)C)cc1,0
Cc1ccccc1C(=O)Nc1nnc(-c2ccco2)s1,-3
CCc1ccc2oc(-c3cccc(NC(=O)COc4ccc(OC)cc4)c3)nc2c1,3
O=C(c1ccc(Cl)cc1)N(c1ccccc1)C1C=CS(=O)(=O)C1 (stereo unspecified),4
Cc1cc(C)n2nc(-c3ccc(F)cc3)cc2n1,8
O=C(/C=C/c1cccc([N+](=O)[O-])c1)Nc1ccc(O)c(-c2nc3ccccc3o2)c1,6
CC(C)(C)C1=C2OCC3COC2(O3)C(C(C)(C)C)=C(O)C1=O (stereo unspecified),4
CC1=C(C(=O)OCCCc2ccccc2)C(c2cccs2)NC(=O)N1 (stereo unspecified),5
CCN(CC)c1ccc(/C=N/NC(=O)c2cc(Br)ccc2O)c(O)c1,8
CC1CCN(c2cc(N3CCN(C(=O)c4c(F)cccc4F)CC3)c([N+](=O)[O-])cc2F)CC1,-7

(further entries)
structure,ER stress death
O=C(Nc1ccc(Cl)cc1)Nc1nnc(Cc2ccccc2)s1,6
COc1ccc2c(c1OC)C(=O)N(c1cccc(Cl)c1)C2=O,6
O=C(Nc1ccncc1)c1cc(-c2ccccc2)nc2ccccc12,4
CCOC(=O)c1sc(NC(=O)c2ccc(OC)c(OC)c2)c(C(N)=O)c1C,8
COc1ccc(-c2cc(C(=O)Nc3ccccc3OC)c3ccccc3n2)cc1,4
CC(C)(C)c1csc(N/N=C\c2ccccc2)n1,-10
O=C(Nc1ccc(I)cc1Cl)c1ccc(-c2cccc(Cl)c2)o1,3
O=C(c1cccs1)N1CCN(C2CCCC2)CC1,9

An excerpt; rates above refer to the full screens.
